# Runt-CBFb FRET: inhibitors of RUNX1 Runt–CBFb binding, primary screen, biochemical, FRET, Cerulean-Runt, Venus-CBFb, uHTS | inhibition, % at 20 µM | Runt-related transcription factor 1 (Homo sapiens) + Core-binding factor subunit beta … | hit rate 0.46% among 220,000 | Cerulean-Runt/Venus-CBFb FRET ratio 530/480, 1 h;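 active = inhibition over about 50% at 20 µM in the single-dose screen, limit read from the data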;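 note: 0% = DMSO wells and 100% = excess unlabeled CBFb competitor control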
#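 Doses: 20 µM compound in 1% DMSO | Material: Cerulean-labeled Runt domain protein | Amount: Each fluorescent fusion protein 100 nM | Schedule: Two 1 h room-temperature incubations shielded from light | Measured by: FRET fluorescence | Evaluation: Loss of energy transfer signal | Controls: Unlabeled CBFb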
# m-calpain inh: inhibitors of pig calpain II, primary screen, biochemical, fluorogenic peptide substrate, 1536-well | purified calpain II, 30 min | inhibition, % at 16 µM | hit rate 0.37% among 220,000 | AID 1236, 2008;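 active = inhibition above about 50%, limit read from the data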
# Runt-SMMHC FRET: inhibitors of RUNX1 Runt–CBFb-SMMHC binding, primary screen, biochemical, FRET, Cerulean-Runt, Venus-CBFb-SMMHC, uHTS. hit rate 0.74% among 220,000. Runt-related transcription factor 1 (Homo sapiens) + Core-binding factor subunit beta …. AID 1434, 2008. inhibition, % at 20 µM. Cerulean-Runt/Venus-CBFb-SMMHC FRET ratio 530/480, 1 h;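 active = mean inhibition across duplicate retests at 20 µM reaching about 50%, limit read from the data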;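 note: 0% = DMSO wells and 100% = wells with excess untagged CBFb-SMMHC; inhibitors lower the FRET ratio by blocking Runt binding to CBFb-SMMHC; some results filed as inactive read as strong as hits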
# Tb hexokinase: Trypanosoma brucei hexokinase 1 inhibitors, primary screen, biochemical, G6PDH-coupled NADH absorbance, MLSCN library | hexokinase 1 [Trypanosoma brucei] | recombinant TbHK1, G6PDH-coupled NADH A340 | inhibition, % at 10 µM | hit rate 0.11% among 220,000 | AID 1430, 2008;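 active = inhibition of 50% or more in the single-dose primary screen; inactive = inhibition below 50%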
# NCF1 inh: p47phox/p22phox peptide binding inhibitors, primary screen, biochemical, uHTS, NADPH oxidase regulatory subunit; fluorescence polarization, 2 h; inhibition, % at 24.7 µM; hit rate 0.53% among 220,000;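 active = inhibition above about 30%, limit read from the data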;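 note: 0% = p47phox with labelled peptide and 100% = labelled peptide alone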
# Target sequence (P14598 whole entry, looked up): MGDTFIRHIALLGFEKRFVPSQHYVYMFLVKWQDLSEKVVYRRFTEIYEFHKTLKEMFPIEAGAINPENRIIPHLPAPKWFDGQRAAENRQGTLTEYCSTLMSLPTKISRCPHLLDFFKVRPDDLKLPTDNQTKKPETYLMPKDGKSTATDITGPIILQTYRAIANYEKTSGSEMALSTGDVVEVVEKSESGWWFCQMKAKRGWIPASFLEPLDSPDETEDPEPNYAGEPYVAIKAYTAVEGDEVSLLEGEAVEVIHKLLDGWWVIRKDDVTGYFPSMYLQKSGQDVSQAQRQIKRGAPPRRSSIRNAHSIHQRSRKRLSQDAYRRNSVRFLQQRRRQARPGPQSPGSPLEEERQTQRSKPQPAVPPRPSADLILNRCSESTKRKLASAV
# Furin inh: human furin inhibitors, primary screen, biochemical, fluorescence intensity. purified furin, fluorogenic substrate cleavage. P09958. hit rate 0.061% among 220,000. AID 463115, 2010. inhibition, % at 30 µM; in the data active = inhibition above about 25%; note: inactives centre near -15
# p97 inhibitor: inhibitors of human p97 ATPase, primary screen, biochemical; Transitional endoplasmic reticulum ATPase (Homo sapiens), P55072; hit rate 0.42% among 220,000; AID 1481, 2009; inhibition, % at 8 µM; recombinant p97 ATPase, Kinase-Glo ATP luminescence, 3 h; in the data active = inhibition above about 15%;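 note: 0% = DMSO vehicle and 100% = wells lacking enzyme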
# RBBP9 inhibitor: human RBBP9 inhibitors, primary screen, biochemical, fluorescence polarization, FP-Rh probe, HTS | Serine hydrolase RBBP9 (Homo sapiens), O75884 | hit rate 0.2% among 220,000 | inhibition, % at 7.94 µM | recombinant RBBP9;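 active = inhibition above the campaign mean of all tested compounds plus 3 SD, cut at about 14% in these data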;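 note: plate controls were DMSO wells with RBBP9 for no effect and wells lacking RBBP9 protein for full effect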
# Target sequence (O75884 whole entry, looked up): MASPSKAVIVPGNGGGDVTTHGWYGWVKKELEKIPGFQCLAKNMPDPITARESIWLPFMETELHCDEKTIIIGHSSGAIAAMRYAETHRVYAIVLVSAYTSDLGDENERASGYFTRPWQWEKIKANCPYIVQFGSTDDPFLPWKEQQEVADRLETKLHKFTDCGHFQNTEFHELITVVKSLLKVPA
#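 Test system: recombinant human RBBP9; Timing: 30 min then 45 min, 25 °C; Detection: fluorescence polarization; Control set: RBBP9 with DMSO as uninhibited control, no-protein wells as full inhibition; Compound dosing: one concentration, 7.94 µM nominal, 0.794% DMSO; Probe or stimulus: FP-Rh activity-based probe, 375 nM before mixing.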
# EBV gp42 inh: Epstein-Barr virus gp42 inhibitors, primary screen, biochemical, uHTS, fluorescence polarization; hit rate 0.42% among 220,000; Fluorescence polarization binding assay, mP read-out; Glycoprotein 42 (Epstein-Barr virus (strain AG876)), Q1HVG2; inhibition, % (tested at 21.74 µM); in the data active = inhibition above about 50%
# Target sequence (Q1HVG2 whole entry, looked up): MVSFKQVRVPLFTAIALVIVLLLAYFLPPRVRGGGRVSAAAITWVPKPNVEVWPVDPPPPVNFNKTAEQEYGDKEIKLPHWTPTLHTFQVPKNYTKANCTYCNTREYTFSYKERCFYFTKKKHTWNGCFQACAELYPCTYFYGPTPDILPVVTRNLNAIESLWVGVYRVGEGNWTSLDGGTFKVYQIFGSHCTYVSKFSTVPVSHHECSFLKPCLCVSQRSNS
# Numbers without * were called inactive; i = inactive; x = not tested or not shown; [ ] = another dose, or the depositor's remark.
# Sample of the layout, 2 compounds:
1: COc1cc(C(=O)Nc2cccc(-c3nc4cc(C)cc(C)c4o3)c2)cc(OC)c1OC
2: CCNc1nc(NCC)n2c(SCC(=O)c3ccccc3Cl)nnc2n1
assay / compound,1,2
Runt-CBFb FRET,0,2
m-calpain inh,-57,13
Runt-SMMHC FRET,-4,2
Tb hexokinase,-19,-3
NCF1 inh,-5,4
Furin inh,-14,-32
p97 inhibitor,9,0
RBBP9 inhibitor,-2,-3
EBV gp42 inh,-18,-8

# Main list (from the top)
1: COc1cc(C(=O)Nc2cccc(-c3nc4cc(C)cc(C)c4o3)c2)cc(OC)c1OC
2: CCNc1nc(NCC)n2c(SCC(=O)c3ccccc3Cl)nnc2n1
3: FC(F)(F)c1cccc(Sc2cc(C(F)(F)F)nc(-c3ccccn3)n2)c1
4: O=C(Nc1ccon1)c1cc2ccccc2oc1=O
5: Cc1ccc(S(=O)(=O)N2CCN(CCO)CC2)cc1-c1nnc2c3ccccc3c(C)nn12
6: O=C(Cc1ccccc1)NC(=S)Nc1cc(C(F)(F)F)ccc1Cl
7: Cc1nc([N+](=O)[O-])c(N2CCN(C)CC2)n1Cc1ccccc1
8: FC(F)(F)c1cc(CCN2C(=S)NC[C@@H]2CC2CCCCC2)cc(C(F)(F)F)c1
assay / compound,1,2,3,4,5,6,7,8
Runt-CBFb FRET,0,2,-7,3,x,-1,-3,-7
m-calpain inh,-57,13,-14,-7,x,19,-8,29
Runt-SMMHC FRET,-4,2,-10,-3,x,-2,3,-3
Tb hexokinase,-19,-3,1,-16,-2,-6,-13,17
NCF1 inh,-5,4,-3,-3,x,-11,0,5
Furin inh,-14,-32,-24[20 µM],-7[20 µM],-33[20 µM],-25[20 µM],1[20 µM],-22
p97 inhibitor,9,0,-1,3,5,2,4,x
RBBP9 inhibitor,-2,-3,-3,-5,-5,-8,7,x
EBV gp42 inh,-18,-8,-21,-5,x,0,-7,5

9: NS(=O)(=O)c1ccc(CCNC(=O)CN2CCN(c3ccc(F)cc3)CC2)cc1
10: COc1ccc2c(=O)c(C(=O)O)c(-c3ccc4c(c3)OCO4)n(C)c2c1
11: COc1ccc2[nH]c(=O)c(CN(C(=O)c3cccnc3)c3ccccc3OC)cc2c1
12: CC(=O)Nc1ccc([C@H]2[C@H](C)CC[C@H]3C(=O)N4[C@@H](CC[C@@H](C)[C@@H]4c4ccc(NC(C)=O)cc4)C(=O)N32)cc1
13: CSc1ccc(S(=O)(=O)NC2CCCCCC2)cc1
14: Fc1ccc(F)c(CN2CCN(c3ncccn3)CC2)c1
15: Cc1cc(=O)[nH]c(SCC(=O)Nc2ccc(Br)cn2)n1
16: O=C(CSc1ccc(Cl)cc1)Nc1ncccn1
assay / compound,9,10,11,12,13,14,15,16
Runt-CBFb FRET,0,-2,0,-1,-2,-2,0,6
m-calpain inh,-5,-146,-130,-34,24,-3,-41,12
Runt-SMMHC FRET,6,0,1,-2,0,0,0,-2
Tb hexokinase,25,-24,-14,-2,10,-4,1,34
NCF1 inh,-3,-8,-13,-1,0,-6,-6,-13
Furin inh,-14,-17,-27[20 µM],-12,-11[20 µM],-18[20 µM],-12[20 µM],-10
p97 inhibitor,7,0,1,5,-10,3,-1,-2
RBBP9 inhibitor,1,4,-7,-6,-10,-3,-4,-4
EBV gp42 inh,-20,-5,-8,-14,-13,0,-8,-19

17: CCOC(=O)c1cn(CC(=O)Nc2ccc(CC)cc2)nn1
18: COc1cccc(C(=O)NNC(=O)c2sccc2-n2cccc2)c1
19: Cc1nnc(Nc2ccc(C(=O)N3CCOCC3)cc2)c2ccccc12
20: COc1ccc([N+](=O)[O-])cc1NC(=O)C(C)Sc1ccccc1 (centres undefined)
21: Cc1ccc(C2c3c(oc4ccc(Cl)cc4c3=O)C(=O)N2CCCN2CCOCC2)o1 (centres undefined)
22: C=C(C)CSc1nc2c(c(=O)[nH]c(=O)n2C)n1CCC(C)C
23: O=C1CS/C(=N/N=C/c2c[nH]c3ccccc23)N1
24: O=C(COC(=O)CNC(=O)c1ccco1)Nc1ccc(F)cc1
assay / compound,17,18,19,20,21,22,23,24
Runt-CBFb FRET,0,0,0,-6,6,0,-1,0
m-calpain inh,-31,16,-15,14,-103,-22,10,-4
Runt-SMMHC FRET,-9,-3,-2,0,0,1,0,-1
Tb hexokinase,-4,-5,-22,-10,-27,-3,-20,22
NCF1 inh,-15,1,-4,-8,-15,-13,4,1
Furin inh,-24,-8,-11[20 µM],-19,-12,-14,-19,-16
p97 inhibitor,-4,3,-12,1,-5,-6,-1,5
RBBP9 inhibitor,0,-9,-9,-6,-3,-7,-12,-5
EBV gp42 inh,5,-6,-13,-11,4,-10,-11,0

# Four compounds already listed, ordered by the number in p97 inhibitor, ascending:
22: C=C(C)CSc1nc2c(c(=O)[nH]c(=O)n2C)n1CCC(C)C
17: CCOC(=O)c1cn(CC(=O)Nc2ccc(CC)cc2)nn1
23: O=C1CS/C(=N/N=C/c2c[nH]c3ccccc23)N1
18: COc1cccc(C(=O)NNC(=O)c2sccc2-n2cccc2)c1
assay / compound,22,17,23,18
Runt-CBFb FRET,0,0,-1,0
m-calpain inh,-22,-31,10,16
Runt-SMMHC FRET,1,-9,0,-3
Tb hexokinase,-3,-4,-20,-5
NCF1 inh,-13,-15,4,1
Furin inh,-14,-24,-19,-8
p97 inhibitor,-6,-4,-1,3
RBBP9 inhibitor,-7,0,-12,-9
EBV gp42 inh,-10,5,-11,-6

# New compounds follow.
25: COC(=O)c1c(NC(=O)CSc2nnc(Cn3nnc4ccccc43)n2C)sc(C)c1C
26: O=C(Cc1ccccc1)Nc1ccc2oc(-c3cccnc3)nc2c1
27: COc1ccc(-n2c(C)nn(C)c2=O)c(OC)c1
28: Cc1ccc(NC(=O)Nc2ccc3c(c2)OCO3)nc1
29: COc1ccc(Oc2ccc(/C=C/C(=O)c3ccc(O)cc3)cc2[N+](=O)[O-])cc1
30: Cc1cc(C)n2c(nc3ccccc32)c1C(=O)NN
31: COc1cc(CCC(=O)N2CCN(c3ncccn3)CC2)cc(OC)c1OC
32: O=C(CSc1ccccc1)NCCCc1ccccc1
assay / compound,25,26,27,28,29,30,31,32
Runt-CBFb FRET,-6,1,0,1,-3,-1,4,0
m-calpain inh,-5,i,13,37,8,-332,15,19
Runt-SMMHC FRET,-9,-4,-2,2,-7,-1,0,3
Tb hexokinase,-11,-1,-1,7,-3,-14,8,-1
NCF1 inh,-6,-70,8,-8,-24,12,-3,-3
Furin inh,-8,-17[20 µM],-19[20 µM],-5,-17,-21,-8,-18
p97 inhibitor,-2,0,5,-6,2,-1,-3,0
RBBP9 inhibitor,-13,0,-1,-5,-17,2,-16,-6
EBV gp42 inh,-14,-9,-8,-10,-3,-7,86*,3

33: OCCNc1nc2nonc2nc1NCCO
34: O=C(OCC(=O)N1CCCCCC1)c1ccc(Cl)c(S(=O)(=O)N2CCCC2)c1
35: Cc1cc([N+](=O)[O-])nn1CC(=O)NCCc1c[nH]c2ccccc12
36: CC(SC1CCCC1)C(=O)Nc1ccnn1C(C)C (centres undefined)
37: CC(NC(=O)c1cc(-c2ccc3c(c2)OCO3)nc2ccccc12)C(C)(C)C (centres undefined)
38: CCOC(=O)NN1C(=O)c2ccccc2NC1c1ccccn1 (centres undefined)
39: CCOC(=O)n1c(=O)oc2ccccc21
40: Cc1nn2c(SCC(=O)c3cccs3)cc(C(C)(C)C)nc2c1-c1ccccc1
assay / compound,33,34,35,36,37,38,39,40
Runt-CBFb FRET,2,1,0,0,-2,x,2,-2
m-calpain inh,2,-1,-16,6,-137,-394,25,-34
Runt-SMMHC FRET,0,-4,2,0,1,2,-5,0
Tb hexokinase,-17,7,-1,0,-18,-1,-10,-9
NCF1 inh,3,-7,-8,11,-9,0,-8,-23
Furin inh,-8,-20,-34,-24,-8[20 µM],-28,-21[20 µM],-5
p97 inhibitor,-6,3,5,-5,3,2,-4,3
RBBP9 inhibitor,-6,1,-7,-7,2,-13,-3,-6
EBV gp42 inh,7,-12,-15,-17,-2,15,-4,3

41: COc1cccc(NC(=O)COC(=O)CCOc2ccccc2OC)c1
42: CC(Sc1nnc(COc2ccc([N+](=O)[O-])cc2)n1C)C(=O)O (centres undefined)
43: O=C(N/N=C/c1ccccc1Br)C1CC1
44: Cc1ccc(CNC(=O)CCC2CCCN(Cc3ccc4cccc(F)c4n3)C2)o1 (centres undefined)
45: COc1ccc(-c2nc3cc(NC(=S)NC(=O)Cc4ccccc4)ccc3o2)cc1
46: O=S1(=O)CCN(Cc2ccccc2C(F)(F)F)CC1
47: COCCCNC(=S)N1CCCN(c2nc3cc(C)c(C)cc3cc2C#N)CC1
48: CC1(C)Cc2c(C#N)c(OCC(=O)c3ccccc3)nc(-c3ccoc3)c2CO1
assay / compound,41,42,43,44,45,46,47,48
Runt-CBFb FRET,0,0,-1,1,0,-13,16,3
m-calpain inh,8,-28,17,7,-10,9,-167,3
Runt-SMMHC FRET,-2,-1,0,-4,2,-2,21,7
Tb hexokinase,-2,-6,7,-5,0,4,-7,-12
NCF1 inh,-10,-7,-4,-6,-14,4,-12,-17
Furin inh,-18,-11,-13,-32,-10,-21,-9,-12
p97 inhibitor,6,4,-1,3,0,0,-2,-3
RBBP9 inhibitor,-8,-8,-4,-4,-9,-8,-7,-6
EBV gp42 inh,5,-10,-8,8,-19,-3,-2,-6

49: COc1cc2c(cc1OC)C(c1cccs1)N(C(=O)c1ccc(S(=O)(=O)N(C)C)cc1)CC2 (centres undefined)
50: CCCn1c2ccccc2c2nnc(SCC(=O)Nc3cc(C)on3)nc21
51: CCOC(=O)N1CCN(c2c(NCCc3ccccc3)c(=O)c2=O)CC1
52: COc1ccccc1CNC(=O)CN(C)CC(=O)Nc1cccc(F)c1
53: CN(Cc1cccs1)c1ncnc2sccc12
54: CCn1c(COc2ccc(Cl)cc2)nnc1SC1CCc2ccccc2C1=O (centres undefined)
55: COc1ccc(CNC(=O)Cn2nnc3ccccc3c2=O)cc1
56: CCCCN(CC)Cc1ccc(CNC(=S)Nc2ccc(C)cc2Cl)o1
57: COc1cccc(C2C(C(=O)Nc3nc4ccccc4s3)=C(C)NC3=C2C(=O)CC(C)(C)C3)c1OC (centres undefined)
assay / compound,49,50,51,52,53,54,55,56,57
Runt-CBFb FRET,-1,1,2,-1,0,-6,0,8,54*
m-calpain inh,-35,-43,8,-8,-31,52*,-26,-7,-211
Runt-SMMHC FRET,1,-6,1,2,4,1,2,4,82*
Tb hexokinase,-18,-4,-7,1,-2,5,-10,1,-12
NCF1 inh,-8,-12,-2,-2,-7,5,-12,x,-15
Furin inh,-25,-19[20 µM],-19,-22,1[20 µM],-6,-21,-42,-24[20 µM]
p97 inhibitor,3,4,-8,4,8,-9,3,2,3
RBBP9 inhibitor,7,2,-7,-9,-5,-6,-4,-5,-6
EBV gp42 inh,-8,-14,-14,5,-4,18,-11,-13,-24

# Screens deposited in PubChem by several laboratories.
